# High-throughput results from PubChem.
# V-ATPase pH: regulators of yeast V-ATPase proton transport; S. cerevisiae, pHLuorin cytosolic pH fluorescence; response, % at 10 µM; actives 0.37% (n = 350,000); AID 504577; in the data active = response mostly above about 7.3%, no sharp cut-off; inactive = mostly below about 5.4%; note: actives read high; inactives centre near 0; some compounds called inactive have numbers as strong as hits; reference of the scale not given here
# MOR-DOR inv ag: inverse agonist of human OPRM1-OPRD1 heterodimerization; cell-based MOR-DOR heterodimer luminescence, inverse agonism; inhibition, % at 9.3 µM; actives 0.21% (n = 340,000); AID 504357; in the data active = inhibition above about 22%, passing the limit was not always enough;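 note: 0% = cells with DMSO and 100% = wells without cells with DMSO; values of inactives mirror those of a sister screen read the other way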
# MOR-DOR ag: OPRM1-OPRD1 heterodimerization agonism; activation, % at 9.3 µM; P35372+P41143; cells, luminescence; actives 0.3% (n = 340,000); AID 504326; in the data active = activation above about 18%;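 note: 0% = vehicle-treated cells and 100% = reference agonist; values of inactives mirror those of a sister screen read the other way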
# RTF Ca sens inh: cardiac RTF calcium desensitization. inhibition, % at 7.15 µM. IANBD-labeled cardiac RTF, Ca2+ fluorescence. actives 0.12% (n = 340,000). AID 493244;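 active = inhibition above the mean inhibition of all tested compounds plus 3 SD, cut at about 17% in these data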;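 note: assay run at fixed EC70 calcium of 1.6 mM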
# Wnt bcat act: activates Wnt/beta-catenin signaling in a reporter cell assay | activator, plate reader | actives 1.2% (n = 300,000) | AID 743398 | activation, % at 9.35 µM; in the data active = activation above about 30%, passing the limit was not always enough;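 note: 0% = neutral control wells and 100% = positive control wells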
# DSG3 Ab inh: human desmoglein-3 autoantibody binding inhibition; binding (percent of control), % at 10 µM; AID 588358; actives 0.48% (n = 310,000); DSG3-coupled beads, scFv-anti-DSG3-GFP binding, flow cytometry; hits give low values; P32926;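 active = binding more than 3 SD below its plate's average and above zero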;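 note: hits lower antibody fragment binding to DSG3; some compounds called inactive have numbers as strong as hits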
# Arr AP2 block: human beta-arrestin and AP2 interaction inhibition. FITC-arrestin peptide / GST-AP2 beads, flow cytometry; AP2 beta2 appendage carries R879A mutation. inhibition, % at 10 µM. actives 0.31% (n = 340,000). AID 504490;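 active = inhibition above a set limit, near 3 SD of compounds lacking own fluorescence, cut at about 54% in these data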;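 note: plate controls were DMSO wells for no effect and 5 µM unlabelled arrestin peptide for full effect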
#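 Assay system: GST-AP2 R879A bound to glutathione beads, E. coli-expressed; Medium: PBS with 0.05% Tween 20 and 0.1% BSA; Also added: fluorescein-tagged arrestin peptide at 50 nM final; Timing: 12 min plus 1 h, RT; Measured by: flow cytometry, FL1 (488/535 nm); Evaluation: percent drop in bead-associated FITC signal.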
# LANA DNA inh: KSHV C-LANA DNA binding inhibition. AID 504423. actives 0.078% (n = 340,000). inhibition, % at 9 µM. MBP-C-LANA/FAM-LBS DNA binding, fluorescence polarization;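 active = highest replicate inhibition at or above 60% at 9 µM, even if other replicates fall short; inactive = all replicates below 60% inhibition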;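 note: 0% = neutral control wells and 100% = 4 µM acridine orange control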
# Keap1 Nrf2 FP: Keap1-Nrf2 (human) interaction inhibition; Q14145; Keap1 Kelch-Nrf2 peptide fluorescence polarization, 1536-well; inhibition, % at 9.4 µM; actives 0.15% (n = 340,000); AID 504523; in the data active = inhibition above about 12%;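 note: human Keap1 Kelch domain with fluorescein labeled Nrf2 9mer peptide probe; 0% = neutral control wells and 100% = peptide positive control; higher means more block of Keap1 binding to Nrf2 peptide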
# Target sequence (Q14145 whole entry, looked up, the tested form may be a part): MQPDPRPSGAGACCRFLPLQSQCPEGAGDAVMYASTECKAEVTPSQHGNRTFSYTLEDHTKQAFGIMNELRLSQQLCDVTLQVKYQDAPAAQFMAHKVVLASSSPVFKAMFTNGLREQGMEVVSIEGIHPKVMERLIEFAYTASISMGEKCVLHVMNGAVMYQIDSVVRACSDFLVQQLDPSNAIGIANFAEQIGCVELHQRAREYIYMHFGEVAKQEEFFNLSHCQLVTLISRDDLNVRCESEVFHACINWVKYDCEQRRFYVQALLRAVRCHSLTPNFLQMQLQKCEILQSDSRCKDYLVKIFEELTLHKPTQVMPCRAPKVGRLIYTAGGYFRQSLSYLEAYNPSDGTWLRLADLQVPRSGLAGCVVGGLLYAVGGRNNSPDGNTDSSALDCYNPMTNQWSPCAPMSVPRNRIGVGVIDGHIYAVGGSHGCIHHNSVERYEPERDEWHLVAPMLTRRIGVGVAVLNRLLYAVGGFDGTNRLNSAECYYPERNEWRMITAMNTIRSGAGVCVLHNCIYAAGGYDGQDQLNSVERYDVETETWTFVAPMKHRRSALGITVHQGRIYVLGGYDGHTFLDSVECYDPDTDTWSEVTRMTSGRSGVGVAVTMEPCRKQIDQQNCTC
# RTF Ca sens act: cardiac RTF calcium sensitization; P19429+P45379; activation, % at 7.2 µM; IANBD-labeled TnC RTF fluorescence at EC20 calcium; 0% EC20 calcium, 100% full calcium; actives 0.24% (n = 340,000);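 active = activation above the mean over all tested compounds plus 3 SD, cut at about 30% in these data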;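 note: rise in fluorescence read as greater calcium sensitivity of cardiac thin filaments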
# An asterisk follows results filed as active; nt = no result given.
# Results follow in this order: V-ATPase pH	MOR-DOR inv ag	MOR-DOR ag	RTF Ca sens inh	Wnt bcat act	DSG3 Ab inh	Arr AP2 block	LANA DNA inh	Keap1 Nrf2 FP	RTF Ca sens act
> Cc1ccc(OCCn2c(CCCO)nc3ccccc32)cc1
  -1	19	-3.0	-1	nt	nt	-3	-0.6	-2	-6
> Cc1ccc(NC(=O)Cn2c(=O)c(C)nc3ccccc32)cc1
  0	-4	0.8	-8	-2	113	34	0.3	-3	-2
> CC(=O)N1CCc2cc(S(=O)(=O)NC(CC(C)C)C(=O)Nc3ccc4c(c3)OCCO4)ccc21 (centres undefined)
  5	11	-1.9	14	nt	105	12	-0.5	-2	8
> CCC(C)CNC(=O)c1cccc(OC2CCN(CC(C)(C)C)CC2)c1 (centres undefined)
  -1	-8	1.6	4	-2	140	4	3.4	1	0
> C=CCOc1c(Br)cc(/C=N/NC(=O)Cc2ccc(C(F)(F)F)cc2[N+](=O)[O-])cc1OC
  2	-33	5.3	-17	nt	94	-3	-0.3	3	-6
> Cc1nnc(N/N=C/c2cccc(OCc3ccc(Cl)c(Cl)c3)c2)n1N
  -2	-43	8.1	-4	nt	117	11	-1.9	-1	3
> Cc1cc(C(=O)OCC(=O)Nc2ccc(F)c(F)c2F)c(C)o1
  -1	-5	1.0	-8	nt	111	2	0.9	0	5
> CC1=NN(C(=O)c2ccc(Cn3nc(C)c([N+](=O)[O-])c3C)cc2)C(O)(C(F)(F)F)C1 (centres undefined)
  -7	-8	1.4	-2	nt	99	31	-0.3	1	-9
> O=C(O)COn1c(-c2ccccc2)nc2ccc(Cl)cc21
  -4	-10	1.4	1	1	91	30	0.8	2	2
> CCC(C)(C)NC(=O)CN(C(=O)c1ccc(N2CCCC2)nc1)c1ccc(F)cc1
  -1	3	-0.6	-1	1	103	-4	-3.9	-4	-1
> COc1ccc([C@H]2CC(=O)C=C(c3ccc(NC(C)=O)cc3)C2)cc1OC
  -2	0	-0.1	-1	-2	100	29	-2.9	-1	8
> CCN(CC)S(=O)(=O)N1CCC(C(=O)NC(C)CCc2ccccc2)CC1 (centres undefined)
  -1	0	0.1	-1	-2	104	25	-1.1	1	2
> Cc1ccc(S(=O)(=O)NCC(=O)N2CCC(C)CC2)cc1
  2	20	-3.6	-4	0	97	7	0.1	1	-1
> COCCCNC(=O)CCn1c(=O)c2ccccc2n(CC(=O)NCCc2ccc(OC)c(OC)c2)c1=O
  -4	9	-1.7	0	-1	104	2	1.1	2	-3
> CCCCn1c(N)c(N(CCC(C)C)C(=O)C2CC(=O)N(c3ccccc3OCC)C2)c(=O)[nH]c1=O (centres undefined)
  -7	0	0.1	-1	-2	112	-2	-0.5	-3	1

# Rewritten field by field: 2 of the compounds above.
mol: COCCCNC(=O)CCn1c(=O)c2ccccc2n(CC(=O)NCCc2ccc(OC)c(OC)c2)c1=O
  V-ATPase pH: -4; MOR-DOR inv ag: 9; MOR-DOR ag: -1.7; RTF Ca sens inh: 0; Wnt bcat act: -1; DSG3 Ab inh: 104; Arr AP2 block: 2; LANA DNA inh: 1.1; Keap1 Nrf2 FP: 2; RTF Ca sens act: -3

mol: CCCCn1c(N)c(N(CCC(C)C)C(=O)C2CC(=O)N(c3ccccc3OCC)C2)c(=O)[nH]c1=O (centres undefined)
  V-ATPase pH: -7; MOR-DOR inv ag: 0; MOR-DOR ag: 0.1; RTF Ca sens inh: -1; Wnt bcat act: -2; DSG3 Ab inh: 112; Arr AP2 block: -2; LANA DNA inh: -0.5; Keap1 Nrf2 FP: -3; RTF Ca sens act: 1

# Next structures
# Results follow in this order: V-ATPase pH	MOR-DOR inv ag	MOR-DOR ag	RTF Ca sens inh	Wnt bcat act	DSG3 Ab inh	Arr AP2 block	LANA DNA inh	Keap1 Nrf2 FP	RTF Ca sens act
> CCN(C[C@H]1N[C@@](C)(C(=O)OC)[C@H]2C(=O)N(Cc3ccccc3)C(=O)[C@@H]12)S(=O)(=O)c1ccccc1
  0	11	-2.5	-5	-2	95	6	0.5	1	-6
> CC(C)CNC(=O)c1cccc(NC(=O)Cc2ccc(Br)cc2)c1
  6	-13	2.6	1	0	74	-9	-0.8	-3	4
> CCOc1nc(Nc2ccccc2F)nc(OCC)n1
  0	13	-2.6	4	0	114	30	-1.1	2	0
> CC1CCN(c2nc3ccccn3c(=O)c2C=O)CC1
  -2	18	-3.9	-1	0	107	-8	0.2	2	7
> CC(C)OCCCNC(=O)CN1C(=O)CC(C)(C)S(=O)(=O)c2ccccc21
  -1	-2	0.3	-14	4	105	3	-1.9	-3	2
> CCC(=O)N1CCc2cc(S(=O)(=O)CCC(=O)Nc3cccc(F)c3)ccc21
  0	15	-2.9	-1	-6	95	-8	-0.9	-7	6
> CCN(CC)CCN(C(=O)c1ccc(S(=O)(=O)N2CCCC2)cc1)c1nc2cc(C)cc(C)c2s1
  2	14	-2.5	0	-1	129	-3	0.6	0	2
> CS(=O)(=O)N(CC(=O)N1CCC(C(N)=O)CC1)Cc1ccc(Cl)c(Cl)c1
  -4	6	-1.3	-10	0	107	-10	-0.2	-1	3
> Cc1ccc(OCCNC(=O)Cn2cnc3c(=O)n(C)c(=O)n(C)c32)cc1C
  0	nt	nt	-13	-1	105	-2	0.6	-5	2
> O=C(c1ccccc1)N1CCCC(C(=O)N2CCCCC2)C1 (centres undefined)
  -2	12	-2.4	1	2	112	-7	-1.2	-8	2
> CCN1CCN(C(=S)NC(=O)c2cc(OC)c(OC)c(OC)c2)CC1
  -2	11	-2.7	-8	0	nt	-18	-1.4	0	-2
> C/C=C/c1ccc(O)c(OC)c1
  -5	14	-2.9	-3	-1	97	-4	0.8	-4	-4
> COc1cc2c(C#Cc3cccnc3)c(-c3ccsc3)oc(=O)c2cc1OC
  -6	12	-2.1	-5	0	105	-1	2.1	-2	-5
> CCOc1ccccc1OCc1nn2c(COc3ccccc3)nnc2s1
  -5	-1	0.1	-6	nt	98	6	0.5	2	4
> COP(=O)(OC)c1nc(-c2cccc3ccccc23)oc1N1CCCCC1
  -2	20	-3.9	-2	-1	104	-14	0.0	4	-4

# Exported as tab-separated lines: entries from further up
canonical_smiles	V-ATPase pH	MOR-DOR inv ag	MOR-DOR ag	RTF Ca sens inh	Wnt bcat act	DSG3 Ab inh	Arr AP2 block	LANA DNA inh	Keap1 Nrf2 FP	RTF Ca sens act
CCOc1ccccc1OCc1nn2c(COc3ccccc3)nnc2s1	-5	-1	0.1	-6	nt	98	6	0.5	2	4
O=C(c1ccccc1)N1CCCC(C(=O)N2CCCCC2)C1 (centres undefined)	-2	12	-2.4	1	2	112	-7	-1.2	-8	2
CCN(C[C@H]1N[C@@](C)(C(=O)OC)[C@H]2C(=O)N(Cc3ccccc3)C(=O)[C@@H]12)S(=O)(=O)c1ccccc1	0	11	-2.5	-5	-2	95	6	0.5	1	-6

# Continuation.
# Results follow in this order: V-ATPase pH	MOR-DOR inv ag	MOR-DOR ag	RTF Ca sens inh	Wnt bcat act	DSG3 Ab inh	Arr AP2 block	LANA DNA inh	Keap1 Nrf2 FP	RTF Ca sens act
> CCOC(=O)C1CSC(CC(=O)Nc2ccc(OC(F)(F)F)cc2)C(=O)N1 (centres undefined)
  -9	17	-3.2	4	-1	117	-9	-0.2	3	-6
> CCN(Cc1nc2ccccc2c(=O)[nH]1)C(=O)COc1ccccc1-c1ccccc1
  3	-18	3.4	-6	-6	100	-11	-0.8	-5	2
> CC(C)NC(=O)N(C)C[C@@H]1Oc2c(NC(=O)C3CCOCC3)cccc2C(=O)N([C@@H](C)CO)C[C@H]1C
  0	18	-3.8	-7	-1	106	5	-2.2	-4	-7
> COc1ccc(CCNC(=O)COC(=O)Cc2ccccc2F)cc1
  3	2	-0.4	-3	1	114	2	-2.2	-5	7
> Cc1cccc(CC(=O)Nc2ccc(C(=O)N3CCOCC3)cc2)c1
  1	9	-1.5	-3	0	108	7	-1.2	1	7
> Cc1cccc(NC(=O)NNC(=O)CCc2ccccc2)c1
  -3	2	-0.4	-6	-2	101	31	-2.7	-1	-2
> O=C(C[n+]1cccc2ccccc21)c1ccccc1
  -3	7	-1.4	-4	nt	317	-5	1.2	-7	17
> O=C(c1ccc(CS(=O)(=O)Cc2ccc(Cl)cc2)o1)N1CCCC1
  -1	7	-1.3	-4	-3	97	5	0.7	-2	0
> COC(=O)COc1ccc(-c2nn(C)c(=O)c3ccccc23)cc1
  -2	1	-0.1	-10	4	97	14	0.1	2	4
> COCCOC(=O)/C(=C\c1cc(C(C)(C)C)c(O)c(C(C)(C)C)c1)C(C)=O
  4	-10	2.0	-3	1	90	48	-1.2	1	-5
> Cc1ccc([N+](=O)[O-])cc1N/C=C1\CCCCC1=O
  -3	-4	0.7	-9	3	98	-6	-0.9	-1	2
> Cc1ccnc(NCc2cc(C)ccc2O)c1
  1	-3	0.6	-7	-1	123	-4	1.7	-3	1
> CCCCC(=O)N/N=C/c1ccc(-c2ccc([N+](=O)[O-])cc2)o1
  -1	-5	1.0	4	0	99	39	1.7	-3	0
> Cc1ccc(C(=O)Nc2cc(C(F)(F)F)ccc2-n2cncn2)o1
  -2	8	-1.9	-11	0	92	1	-1.1	-5	2
> COc1ccccc1CCNC(=O)C(=O)Nc1cc2c3c(c1)CC(=O)N3CCC2
  3	11	-1.7	-3	-5	102	32	-0.4	-5	-21
> CCc1c(C)nc2c(C)cccc2c1SCCC#N
  -3	-18	2.5	-9	-1	93	-3	-0.1	-2	3
> COc1cccc(/C=C/c2nc(C#N)c(NCC(C)C)o2)c1
  -3	-9	1.8	-1	1	112	19	-0.6	-1	-7
> CCn1c(CSc2nc3ccccc3s2)nnc1SCC(=O)c1ccc2c(c1)OCCO2
  0	18	-2.9	5	-3	98	25	-0.4	4	-7
> CCCC[C@@H]1CN=C(N)N1CCCC
  -1	19	-3.3	5	7	101	1	1.7	-9	0
> Cc1ccc(-n2ncc3c(SCC(=O)Nc4cc(C)on4)ncnc32)c(C)c1
  2	-37	7.7	-5	-3	110	13	1.3	4	0
> CCCCOc1ccc(C(=O)N(CC)CC(=O)NCc2cccs2)cc1
  -7	12	-2.3	-3	2	34	12	-1.1	3	-5

# 5 of the entries above in order of the DSG3 Ab inh value, ascending:
mol	DSG3 Ab inh
CC(C)CNC(=O)c1cccc(NC(=O)Cc2ccc(Br)cc2)c1	74
COCCOC(=O)/C(=C\c1cc(C(C)(C)C)c(O)c(C(C)(C)C)c1)C(C)=O	90
CC(C)OCCCNC(=O)CN1C(=O)CC(C)(C)S(=O)(=O)c2ccccc21	105
CC(C)NC(=O)N(C)C[C@@H]1Oc2c(NC(=O)C3CCOCC3)cccc2C(=O)N([C@@H](C)CO)C[C@H]1C	106
CCN(CC)CCN(C(=O)c1ccc(S(=O)(=O)N2CCCC2)cc1)c1nc2cc(C)cc(C)c2s1	129
